# From PubChem BioAssay
# Eya2 inh: blocks the phosphatase activity of human Eya2; recombinant Eya2, OMFP fluorescence dephosphorylation (OMFP is methylfluorescein phosphate); O00167; Potency, µM (highest dose often 76.9 µM), without a hit: at the top dose activity, negative = inhibition, hits mostly inhibitors; 0.006% of 330,000 active; AID 488837; further: potency means the concentration at half of the fitted maximal effect; on the % scale 0 is the no-effect control and ±100 the full control effect
# Target sequence (O00167 whole entry, looked up): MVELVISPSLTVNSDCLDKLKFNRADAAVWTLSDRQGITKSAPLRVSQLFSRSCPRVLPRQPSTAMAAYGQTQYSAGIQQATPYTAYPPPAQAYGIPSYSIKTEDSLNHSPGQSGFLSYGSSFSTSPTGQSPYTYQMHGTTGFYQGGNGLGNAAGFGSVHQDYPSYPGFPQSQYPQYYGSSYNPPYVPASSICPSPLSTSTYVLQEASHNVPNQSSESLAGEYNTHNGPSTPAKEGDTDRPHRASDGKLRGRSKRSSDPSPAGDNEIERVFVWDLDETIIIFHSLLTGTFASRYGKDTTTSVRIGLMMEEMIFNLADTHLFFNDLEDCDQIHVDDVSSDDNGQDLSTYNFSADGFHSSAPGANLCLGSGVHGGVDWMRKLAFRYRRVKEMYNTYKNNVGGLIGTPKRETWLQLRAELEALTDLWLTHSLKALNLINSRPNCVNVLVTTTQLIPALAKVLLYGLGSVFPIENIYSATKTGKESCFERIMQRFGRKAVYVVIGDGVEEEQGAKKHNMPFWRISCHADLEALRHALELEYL
#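 Eya2 (0.2 uM) preincubated 10 min at ambient with compound, then OMFP substrate added at 50 uM; 10 min reaction in 50 mM HEPES pH 7.5, 50 mM NaCl, 5 uM MgCl2, 0.05% BSA, 1 mM DTT. Fluorescence read at Ex 485/Em 525 nm.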
# TSHR antag: blocks TSH signaling through the human TSH receptor. TSHR-expressing cells, TSH-stimulated cAMP HTRF, 2 h; hits give low values. activity change, negative = inhibition, % at 11.5 µM. 0.2% of 330,000 active. AID 504810;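 active means activity change below a set negative limit, meaning inhibition stronger than a set level, cut at about -70% in these data; inconclusive means activity change between two set negative limits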; further: on the % scale 0 is the no-effect control and ±100 the full control effect
#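 TSHR-expressing cells were treated with compounds, then stimulated with TSH at EC80 (4nM final) for 2 hours at 37 deg C. Cellular cAMP was measured by HTRF competition between lysate cAMP and cAMP-d2 for a cryptate-labelled anti-cAMP antibody.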
# A-T KAP1 phos: potential ataxia-telangiectasia treatment; Potency, µM (series often up to 57.5 µM), inactives show at the highest dose activation, actives largely listed as activators; 0.19% of 320,000 active; […] A-T fibroblasts, KAP-1 phosphorylation AlphaLISA; neocarzinostatin DNA damage 30 min before lysis; further: potency means the concentration at half of the fitted maximal effect; % of control where 0% means no effect; nearly all actives have a fitted effect of over 45% in size
#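 hTERT-immortalized A-T patient fibroblasts ([…]), 500 cells/well in OPTI-MEM, 1% FBS, got compounds for 60 min, then NCS for 30 min at 37C. Lysates were then assayed for phospho-KAP-1 by AlphaLISA (anti-pKAP1 donor, anti-KAP1 acceptor beads), 6 hr at 25C.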
# ASM inhibitor: blocks human secretory acid sphingomyelinase; placental ASM, HMU-PC fluorogenic substrate, 60 min; Potency, µM (series often up to 57.5 µM), without a hit: at the highest dose activity change, negative = inhibition, most hits filed as inhibitors; 0.006% of 340,000 active; AID 504937; further: potency means the concentration at half of the fitted maximal effect
#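 Fluorogenic HMU-PC substrate (9 uM final) is turned over by placental ASM in 60 min at 37 C after a 10 min compound preincubation. Reaction ended by alkaline stop (pH 10), with fluorescence read at 386/447 nm.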
# Tb PFK inh: blocks T. brucei phosphofructokinase; O15648; T. brucei PFK, ADP-Glo luminescence; Potency, µM (series often up to 57.5 µM), for the others: top-dose activity, negative = inhibition, most hits filed as inhibitors; 0.17% of 330,000 active; AID 485367;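 further: potency means the concentration at half of the fitted maximal effect; 0% = uninhibited 1x PFK enzyme wells and -100% = no-enzyme wells; nearly all actives have a fitted effect of over 60% in size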
#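 Activity is normalized to no-enzyme wells (full inhibition) and 1.25 nM enzyme wells (no inhibition). Reaction: 0.5 mM F6P, 0.1 mM ATP, 45 min RT, ADP-Glo luminescence; concentration-response curves fitted and classed by quality.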
# Mito fusion yeast: mitochondrial division inhibition or fusion activation; S. cerevisiae fusion-defective mutant growth rescue, CellTiterGlo 48 h; Potency, µM (top dose mostly 46.1 µM), for the others: at the top dose growth rescue (activation), usual class: activators; 0.23% of 320,000 active;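 further: potency means the concentration at half of the fitted maximal effect; % of control where 0% means no effect; nearly all actives have a fitted effect of over 45% in size; temperature-sensitive fusion mutants such as fzo1-1 at 37 °C on non-fermentable ethanol glycerol medium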
#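 Read-out: ATP-based luminescence (CellTiterGlo, 10 min ambient) reporting growth of fusion-defective ts yeast after 48 hours at 37C on glycerol/ethanol YPEG medium in the presence of compound.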
# TSG101-PTAP inh: blocks PTAP/TSG101 interaction to inhibit HIV-1 budding. Q99816. Fluorescence polarization, FITC-PTAP peptide / Tsg101 binding. Potency, µM (highest dose often 115 µM), for the others: at the top dose activity change, negative = inhibition, actives largely listed as inhibitors. 340,000 tested, under 10 active; active means well fitted inhibition curve with a large enough effect in the main read-out, with a control signal flat, not every such curve was filed as active; inconclusive means small, poorly fitted or top-dose-only effect, or effect the other way, or a change in a side signal; inactive means no such curve, though single readings can be large or run the other way; further: potency means the concentration at half of the fitted maximal effect; % of control where 0% means no effect
# Target sequence (Q99816 whole entry, looked up): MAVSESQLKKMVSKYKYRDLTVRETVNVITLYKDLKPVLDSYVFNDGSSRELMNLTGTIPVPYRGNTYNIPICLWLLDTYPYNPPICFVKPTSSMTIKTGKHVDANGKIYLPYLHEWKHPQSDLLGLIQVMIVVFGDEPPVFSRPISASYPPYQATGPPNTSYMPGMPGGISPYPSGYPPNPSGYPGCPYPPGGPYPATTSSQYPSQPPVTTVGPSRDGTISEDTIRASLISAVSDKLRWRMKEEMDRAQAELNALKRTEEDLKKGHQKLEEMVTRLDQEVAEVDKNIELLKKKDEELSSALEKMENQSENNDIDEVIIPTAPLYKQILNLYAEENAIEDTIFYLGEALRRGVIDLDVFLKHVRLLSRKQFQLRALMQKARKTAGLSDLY
#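 FP read-out: FITC-PTAP peptide, 50 nM final, binding Tsg101 binding domain, 10 uM final; 20 min, r.t.; 10 mM HEPES pH 7.5, 0.15 M NaCl, 0.01% Tween 20, 3 mM EDTA, 0.1 mM TCEP.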
# TCR act: T cell receptor activation; primary human leukocytes, anti-CD3, IL-2 HTRF, 48 h; Potency, µM (highest dose often 9.22 µM), for the others: at the highest dose activation of IL-2 secretion, hits mostly activators; 330,000 tested, under 10 active; further: % of control where 0% means no effect
#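 IL-2 release read by HTRF sandwich (Eu cryptate donor, d2 acceptor, 665 nm emission) after 48 hr exposure of primary human leukocytes to compound together with anti-CD3 beads in the absence of co-stimulatory signals.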
# a7 integrin act: activators of alpha7 integrin expression for muscular dystrophy; alpha7betagal myoblasts, beta-gal FDG fluorescence, 48 h; Potency, µM (top dose mostly 38.3 µM), inactives show at the highest dose activation, usual class: activators; 0.064% of 350,000 active; AID 624291;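 further: potency means the concentration at half of the fitted maximal effect; 100% = response of the positive control SU9516; nearly all actives have a fitted effect of over 60% in size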
#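 Alpha7betagal+/- myoblasts (passage 13) were plated 16-24 hr, then exposed to compounds (1:260 dilution of DMSO stock) for 48 hours at 37C. After MPER lysis, β-galactosidase reporter activity was read as FDG fluorescence (ex 480/em 540) after 30 minutes.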
# ELG1 repair inh: inhibitors of ELG1-dependent DNA repair in HEK293T cells; 2.3% of 330,000 active; AID 504467; Potency, µM (doses to about 46.1 µM), for inactives: at the highest dose activity change, negative = inhibition, hits mostly inhibitors; HEK293T ELG1-luciferase reporter, luminescence, 16 h; DNA damage induced by 5-fluorouridine; further: potency means the concentration at half of the fitted maximal effect; on the % scale 0 is the no-effect control and ±100 the full control effect; nearly all actives have a fitted effect of over 55% in size
#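 Overnight (16 hr) co-exposure of 2,000 cells/well to 5-fluorouridine and compound at 37 °C preceded detection. Luciferase was quantified via ONE-Glo luminescence; loss of signal denotes inhibition.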
# BCR signal inh: blocks chronic active B-cell receptor signaling. ABC-DLBCL IkBa-CBG/CBR reporter, luminescence ratio, 4 h. Potency, µM (top dose mostly 46.1 µM), for inactives: at the highest dose ratio change, negative = lower green/red ratio, actives largely listed as inhibitors. AID 493014. 0.05% of 340,000 active; active means well fitted inhibition curve with a large enough effect in the signal ratio, with a control signal flat, not every such curve was filed as active; inconclusive means small, poorly fitted or top-dose-only effect, or effect the other way, or a change in a side signal; the % refers to the signal ratio;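 further: potency means the concentration at half of the fitted maximal effect; plate controls were basal doxycycline-induced cells for no effect and cells given 10 µM MG132 for full effect; MG132 reads +100%, hits lower the ratio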
#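 Compounds up to 46 uM were incubated four hours with TMD8 cells whose green CBG68 luciferase is fused to IkappaBalpha; red CBR luminescence normalised the signal, and concentration-effect curves were fitted to fusion, red and ratio data.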
# Active calls of the source: *; ? = inconclusive; . = no result given; & = joins results of further samples; [ ] = remark or other dose. Unless noted, the call rests on the fitted dose curve; in most records, active means well fitted curve in the direction sought with a large enough effect; inconclusive means small, poorly fitted or top-dose-only effect, or another doubt; inactive means no such curve, though single readings can be large; an effect the other way counts as inactive or inconclusive.
SMILES	Eya2 inh	TSHR antag	A-T KAP1 phos	ASM inhibitor	Tb PFK inh	Mito fusion yeast	TSG101-PTAP inh	TCR act	a7 integrin act	ELG1 repair inh	BCR signal inh
CC(C)CCNC(=O)C(=O)Nc1cc2c3c(c1)CC(=O)N3CCC2	-10%	15	2%	-1%	-10%	-26%	0%	2%	-19%	?	8%
CCCS(=O)(=O)c1nc(S(=O)(=O)c2ccc(C)cc2)c(NCCCn2ccnc2)s1	2%	21	2%	-1%	2%	4%	-4%	-4%	?	17%	1%
Cc1cc(NS(=O)(=O)c2ccccc2)n(-c2ccccc2)n1	11%	-2	5%	-1%	-1%	0%	-11%	-2%	9%	?	7%
CCc1ccc(NC2CC(=O)N(CCc3ccc(OC)c(OC)c3)C2=O)cc1 (configuration not stated)	-14%	1	-6%	-2%	0%	-12%	2%	4%	-32%	?	0%
Cn1c(=O)c2c([nH]c(=S)n2Cc2ccc(Cl)cc2)n(C)c1=O	6%	-2	-6%	-4%	-7%	0%	-4%	-4%	22%	-6%	1%
O=C(O)CCc1ccc(S(=O)(=O)NCCc2ccccc2)cc1	0%	9	-4%	7%	-3%	0%	-13%	0%	-27%	9%	?
CCO[C@H]1OC(C(=O)NCc2ccccc2)=C[C@@H](c2ccc(Br)cc2)[C@@H]1CCCO	-2%	-12	3%	-2%	1%	15%	1%	3%	-10%	?	-5%
Cc1c(Cl)ccc(S(=O)(=O)NCCCn2ccnc2)c1Cl	-6%	-2	-2%	0%	1%	-1%	-5%	-1%	-8%	-16%	-2%
O=C(COc1ccccc1)N(Cc1nnc(-c2ccccc2Cl)o1)C1CC1	-9%	2	.	3%	1%	7%	2%	2%	5%	-14%	-26%
Cc1ccc(NC(=O)CSCC(=O)N2CCN(c3cccc(C(F)(F)F)c3)CC2)cc1	-4%	-9	2%	.	-10%	17%	-2%	5%	-11%	-2%	?
O=C(COC(=O)C1CCC1)Nc1ccc(Oc2ccccc2)cc1	-2%	-4	-1%	-1%	0%	3%	1%	-27%	-18%	?	?
COc1cc(CNC(=O)CCCC(=O)c2ccccc2)cc(OC)c1OC	-3%	1	-7%	0%	4%	9%	-2%	2%	2%	13%	-1%
Cn1c(CNC(=O)Nc2ccccc2Cl)nnc1SCc1ccccc1	10%	-4	1%	-2%	-7%	1%	-10%	-4%	15%	0%	-8%
COc1cc(C(=O)NCCCc2nc3ccccc3n2Cc2cc(C)ccc2C)cc(OC)c1OC	-9%	16	-8%	-12%	4%	3%	2%	-15%	8%	?	2%
Cc1[nH]n(-c2ccccc2)c(=O)c1C(=O)c1ccc(Cl)cc1	?	2	-13%	6%	1%	10%	-2%	3%	-7%	?	?
Cc1ccc(-n2c(SCC(=O)Nc3ccc4c(c3)OCO4)nnc2-c2ccoc2C)cc1	4%	-16	-3%	-3%	-4%	3%	-2%	-3%	-2%	-24%	-3%
COc1ccc(CCn2c(C)cc(C(=O)COC(=O)c3cnc(C)cn3)c2C)cc1	-11%	-2	-3%	1%	1%	-6%	-6%	2%	9%	?	?
Cc1cccc(-c2ccc3ncnc(NCc4cccs4)c3c2)c1	-4%&-21%	-30&5	1%&-17%	-2%	-1%&-10%	4%&9%	0%	12%	.	?	?
CCOC(=O)CC(=O)Nc1c(C)cc(C)cc1C	-2%	35	4%	3%	5%	9%	.	.	?	14%	-3%
Cc1ccccc1NC(=O)N1C2CCCC1CC(NC(=O)C1CC1)C2 (configuration not stated)	-6%	1	-3%	-2%	1%	-3%	-4%	-12%	-2%	1%	4%
N#Cc1c([N+](=O)[O-])cc([N+](=O)[O-])cc1S(=O)(=O)Cc1ccccc1	5%	-81*	-30%	-1%	-19%	0%	-6%	0%	-57%[inhibitor]	16µM*	?
Cn1c(N2CCCC2)nc2c1c(=O)n(Cc1cccc(F)c1)c(=O)n2C	7%	2	3%	0%	-1%	0%	-3%	-4%	-10%[7.66 µM]	?	-2%
Cc1ccc(N/N=C/c2ccncc2)cc1	-3%	11	3%	-5%	1%	-21%	-5%	4%	0%	?	?
O=C(Nc1ccc(-c2cn3ccsc3n2)cc1)c1ccc(F)c(S(=O)(=O)N2CCOCC2)c1	2%	-29	7%	-7%	-2%	-2%	-7%	-3%	-21%	16µM*	?
CCC1CC(CSc2ncn[nH]2)OC1=O (configuration not stated)	10%	-22	4%	8%	1%	-1%	-9%	-3%	-7%	-9%	-1%
O=C(N/N=C/C=C/c1ccccc1)c1n[nH]c2c1CCC2	-8%	10	-3%	0%	2%	-2%	0%	-4%	-31%	?	?
Cc1cc2ccccc2nc1SCC(=O)NC1CCCCC1	2%	10	3%	-1%	0%	-2%	-1%	1%	18%	?	?
O=C(c1ccccc1Sc1ccc([N+](=O)[O-])cc1)N1CCCCC1	-6%	10	-5%	1%	1%	21%	-2%	-7%[46.1 µM]	21%	5%	?
NC(=O)C1CN(C(=O)c2cccc(S(=O)(=O)N3CCc4ccccc43)c2)c2ccccc2O1 (configuration not stated)	9%	-19	-6%	-4%	0%	-3%	-3%	21%	?	?	-3%
O=C(CC(=O)N/N=C/c1c(F)cccc1Cl)NCc1ccccc1	5%	-2	1%	0%	-5%	0%	-3%	1%	-2%	2%	-4%
CS(=O)(=O)N(CC(=O)NCc1ccco1)c1ccc(Cl)cc1Cl	4%	6	2%	-1%	-4%	-7%	-1%	2%	?	5%	-3%
O=C(Cn1cnc2ccccc2c1=O)NNC(=O)c1ccccc1F	-2%	4	9%	0%	-1%	.	-1%	-3%	16%	?	-1%
CC1(C)NC(=O)N(CC(O)COc2cccc(F)c2)C1=O (configuration not stated)	-17%	-4	-12%	1%	0%	-5%	-4%	-2%	-5%	-21%	?
N#CCC(=O)Nc1ccc(C(=O)OCC(=O)Nc2ccccc2-c2ccccc2)cc1	-2%	1	-1%	1%	-1%	2%	-2%	-4%	-18%	-30%	?
COc1ccc(NC(=O)CSc2nnc(N)s2)cc1	2%	-5	-5%	5%	1%	-2%	-2%	2%	-9%	21%	0%
COc1cc(C2NC(=S)NC(c3ccccc3)=C2C(C)=O)cc(Br)c1OCC(N)=O (configuration not stated)	-23%	-10	0%	-5%	-1%	-2%	1%	-2%	-4%	-11%	2%
COc1ccc(NC(=O)CN2C(=O)COc3ccc(S(=O)(=O)N4CCCCC4)cc32)cc1OC	-8%	-9	-4%	0%	0%	17%	0%	-15%	-26%	1%	1%&-3%
Cc1cc(C)c2nc(C)cc(Nc3ccc(C(=O)N4CCOCC4)cc3)c2c1	-19%	-1	-3%	7%	1%	2%	-1%	-2%	-18%	3%	7%
CN1CCN(S(=O)(=O)c2ccc(N(C)Cc3ccc(OC(F)F)cc3)c([N+](=O)[O-])c2)CC1	-16%	14	-3%	-8%	19%	-1%	-3%	4%	-31%	2%	9%
CC1CN(C(=O)CCC(=O)NCc2ccc(F)cc2)c2ccccc2S1 (configuration not stated)	-24%	36	-3%	5%	1%	-2%	-1%	-3%	-8%	9%	16%
COc1ccc(NC(=O)NC23CC4CC(CC(C4)C2)C3)cc1OC	-4%	-11	1%	-7%	-1%	9%	-4%	2%	-33%	8%	0%
CC1(C)CCC[C@]2(C)[C@H]3CC(=O)O[C@]3(C)CC[C@@H]12	-4%	6	1%	1%	-7%	3%	-1%	-4%	-21%	6%	?
